MLLE-PAM2 inh: inhibitors of PABP1 MLLE–PAM2 peptide binding, primary screen, biochemical, fluorescence polarization, FITC-PAM2, GST-MLLE. Polyadenylate-binding protein 1 (Homo sapiens), P11940. inhibition, % at 20 µM. 360,000 compounds, 0.36% hits; in the data active means inhibition above about 35%, passing the limit was not always enough;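 further: plate controls were DMSO wells with GST-MLLE for no effect and wells lacking GST-MLLE protein for full effect; some results filed as inactive read as strong as hits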
Neddyl block: inhibitors of cullin neddylation, primary screen, biochemical, TR-FRET, uHTS, NAE and Ubc12. calls only at 25 µM. 360,000 compounds, 0.58% hits; in the data active means inhibition above about 36%
CSN deneddyl inh: inhibitors of CSN-mediated cullin deneddylation, primary screen, biochemical, fluorescence polarization, uHTS; inhibition, % at 12.5 µM; COP9 signalosome complex subunit 5 (Homo sapiens), Q92905; Purified CSN, SCF-Nedd8-OG deneddylation; 360,000 compounds, 0.38% hits; AID 651999, 2013;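 active means pattern-corrected inhibition above about 35%, with an unprinted fluorescence ratio check between 0.5 and 1.5, limit read from the data, passing the limit was not always enough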;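 further: 0% = enzyme with substrate and 100% = substrate without enzyme; some results filed as inactive read as strong as hits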
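Assay system: purified human Csn5 enzyme expressed in HEK293T cells; Input: 0.24 nM Csn5 enzyme, final concentration; Reagent: 10 nM SCFSkp2-Nedd8OG; Compound dosing: 12.5 µM single point; Times: reaction 90 min, room temperature; Technique: fluorescence polarization readout.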
MsrA inhibitor: bovine MsrA enzyme inhibitors, primary screen, biochemical, absorbance, HTS. purified bovine MsrA, absorbance read-out. inhibition, % at 15.5 µM. 360,000 compounds, 0.75% hits. AID 651718, 2012; in the data active means inhibition above about 4.5%;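 further: 0% = vehicle wells with enzyme and 100% = reference inhibitor wells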
Rin1-Abl PPI inh: inhibitors of Rin1-Abl protein binding, primary screen, biochemical, TR-FRET | Tyrosine-protein kinase ABL1 (Homo sapiens) + Ras and Rab interactor 1 (Homo sapiens), … | AID 588664, 2011 | inhibition, % at 7.35 µM | 360,000 compounds, 0.4% hits; in the data active means inhibition above about 5%, passing the limit was not always enough
MsrA act: bovine MsrA enzyme activators, primary screen, biochemical, absorbance, HTS; purified bovine MsrA, absorbance read-out; Methionine sulfoxide reductase A (Bos taurus); 360,000 compounds, 0.3% hits; activation, % at 10.6 µM; in the data active means activation above about 7.5%;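 further: 0% = vehicle and 100% = reference activator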
Tb MetRS inh: T. brucei MetRS inhibitors, primary screen, biochemical, luminescence; purified T. brucei MetRS, ATP depletion, Kinase-Glo luminescence; inhibition, % at 11.9 µM; 360,000 compounds, 0.4% hits;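 active means inhibition above a per-plate cutoff of the control wells' mean inhibition plus 3 SD, cut at about 5.5% in these data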;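 further: 0% = DMSO wells median and 100% = median of wells with control inhibitor compound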
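assay system = parasite MetRS enzyme | timing = 15 min preincubation, 2 h reaction, all 25 °C | evaluation = percent inhibition relative to median high and low control wells | medium = HEPES buffer containing pyrophosphatase, BSA, spermine, DTT | compound = single dose, 11.9 µM final nominal, 0.9% final DMSO | detection = Kinase-Glo luminescence, ATP depletion format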
E coli Lon inh: inhibitors of E. coli Lon protease, primary screen, biochemical, fluorescence polarization; purified E. coli Lon protease; 360,000 compounds, 0.42% hits; inhibition, % at 7.94 µM; AID 602123, 2011; P0A9M0; in the data active means inhibition above about 13%, passing the limit was not always enough;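 further: 0% = enzyme with probe and DMSO and 100% = no enzyme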
Target sequence (P0A9M0 whole entry, looked up): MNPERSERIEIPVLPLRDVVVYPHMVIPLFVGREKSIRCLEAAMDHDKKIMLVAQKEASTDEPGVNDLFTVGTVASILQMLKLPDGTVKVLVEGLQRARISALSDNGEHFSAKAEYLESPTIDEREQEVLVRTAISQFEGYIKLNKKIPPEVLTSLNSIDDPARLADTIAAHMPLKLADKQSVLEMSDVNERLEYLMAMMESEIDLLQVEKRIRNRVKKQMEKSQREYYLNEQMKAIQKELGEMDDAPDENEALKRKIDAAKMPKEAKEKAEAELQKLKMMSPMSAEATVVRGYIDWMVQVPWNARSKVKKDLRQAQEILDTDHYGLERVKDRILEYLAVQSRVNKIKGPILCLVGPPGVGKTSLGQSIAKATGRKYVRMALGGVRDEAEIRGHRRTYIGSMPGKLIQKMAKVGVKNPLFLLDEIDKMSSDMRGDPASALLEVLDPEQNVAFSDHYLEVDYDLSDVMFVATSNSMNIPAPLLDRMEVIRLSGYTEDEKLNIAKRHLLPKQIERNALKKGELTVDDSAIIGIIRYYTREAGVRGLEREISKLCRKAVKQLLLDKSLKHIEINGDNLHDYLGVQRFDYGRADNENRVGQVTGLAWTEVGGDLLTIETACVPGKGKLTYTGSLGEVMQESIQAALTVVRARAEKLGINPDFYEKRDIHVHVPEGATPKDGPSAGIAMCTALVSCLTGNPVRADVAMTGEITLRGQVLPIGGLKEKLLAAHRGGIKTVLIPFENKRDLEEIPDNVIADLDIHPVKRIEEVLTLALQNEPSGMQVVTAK
FAS TE block: FAS thioesterase domain inhibitors, primary screen, biochemical, fluorescence intensity, uHTS. recombinant FAS-TE, OMFH fluorogenic substrate, fluorescence endpoint. inhibition, % at 15 µM. 360,000 compounds, 0.67% hits;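 active means compounds whose normalised, plate-corrected inhibition of enzyme fluorescence in the single-dose primary screen is 50% or more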;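 further: 0% = DMSO with enzyme and 100% = substrate without enzyme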
* hit, by the source's call; i = inactive; . = not tested or not shown; + = active, no number.

Below each compound – MLLE-PAM2 inh	Neddyl block	CSN deneddyl inh	MsrA inhibitor	Rin1-Abl PPI inh	MsrA act	Tb MetRS inh	E coli Lon inh	FAS TE block
#1 COc1ccc(NC(=O)CN2CCN(Cc3ccc4c(c3)OCO4)CC2)cc1OC
  -4	i	-3	0.4	1	-3	-0.1	-8	-8
#2 Cc1ccc(S(=O)(=O)Nc2cc(C(F)(F)F)ccc2N2CCOCC2)cc1
  9	i	-7	-0.3	-2	0	-0.1	-2	4
#3 Cc1cc(NC(=O)CSc2nnc3c4c(C)c(C)sc4ncn23)no1
  -26	i	1	1.8	0	-3	-0.4	5	-3
#4 CCCCCCc1nc(C(N)=O)c2[nH]c(=O)n(-c3ccccc3F)c2n1
  -8	i	-2	.	4	-12	-1.4	-2	1
#5 COC(=O)C(CC(C)C)N1CCC(=O)c2ccccc2S1(=O)=O (stereo not drawn)
  -10	i	4	-0.3	0	1	-0.1	5	-4
#6 Cc1cccc(C)c1NC(=O)CN(C)C(=O)c1cccc(S(=O)(=O)N2CCN(c3ccccc3)CC2)c1
  2	i	-1	0.2	0	-2	-0.4	7	3
#7 CCN(Cc1ccccc1)C(c1ccncc1)c1nnnn1C(C)(C)C (stereo not drawn)
  4	i	0	0.8	-1	-2	-0.5	-4	2
#8 Cc1ccccc1C(=O)N1CCC(C(=O)NCCc2ccc(S(N)(=O)=O)cc2)CC1
  0	i	2	-1.5	0	-2	-0.2	3	-2
#9 Cc1cc(C(=O)Nc2nc3ccc(S(C)(=O)=O)cc3s2)c(C)o1
  -13	i	11	1.0	1	-2	-0.7	-28	-3
#10 CCN(CC)CCN1C(=O)c2cccc3cc(N)cc(c23)C1=O
  105	i	-23	1.9	-16	-14	-0.8	+	-14
#11 Cc1cc(NC(=O)CCn2c(=O)sc3ccccc32)no1
  6	i	6	-0.4	-2	-3	-0.5	-2	-7
#12 CC(C)Cc1cc(C(=O)Nc2ccc(Br)cc2)no1
  -8	i	0	0.7	-3	3	-0.4	-6	6
#13 CCOC(=O)C1CCCN(S(=O)(=O)c2ccc3c4c2CC(=O)N4CC(C)S3)C1 (stereo not drawn)
  6	i	6	-0.4	1	-2	0.0	-12	8
#14 CCc1ccc(S(=O)(=O)Nc2ccncc2)cc1
  4	i	2	-0.6	-1	-3	-0.8	-10	-2
#15 c1ccc(CN(Cc2ccccc2)C(c2ccnc3ccccc23)c2nnnn2-c2ccc3c(c2)OCCO3)cc1 (stereo not drawn)
  .	i	0	-0.3	.	-4	-0.5	-8	34
#16 NC(=O)c1ccc(Oc2ccc(C(N)=O)cc2)cc1
  -4	i	0	0.3	-2	-14	-2.0	6	-9
#17 COC(=O)C(C(=O)OC)C1CCCCC1NS(=O)(=O)c1ccc(C)cc1 (stereo not drawn)
  .	i	-1	0.5	.	.	-1.2	.	.
#18 COc1ccc(N2CCN(CC(=O)Nc3ccc(C)cc3Br)CC2)cc1
  -17	i	-8	0.1	-3	-3	-0.3	2	1
#19 CCSc1nnc(NC(=O)C2CC(=O)N(Cc3ccc(C)cc3)C2)s1 (stereo not drawn)
  -23	i	-8	1.8	5	-11	-0.8	-4	-1
#20 CCOC(=O)c1sc(NC(=O)CSc2nc3c(cc2C#N)CCCCCC3)c(C#N)c1C
  -6	i	3	0.4	-2	-5	-0.6	-57	11

An excerpt from above in order of number of heavy atoms, descending:
Below each compound – MLLE-PAM2 inh	Neddyl block	CSN deneddyl inh	MsrA inhibitor	Rin1-Abl PPI inh	MsrA act	Tb MetRS inh	E coli Lon inh	FAS TE block
#13 CCOC(=O)C1CCCN(S(=O)(=O)c2ccc3c4c2CC(=O)N4CC(C)S3)C1 (stereo not drawn)
  6	i	6	-0.4	1	-2	0.0	-12	8
#17 COC(=O)C(C(=O)OC)C1CCCCC1NS(=O)(=O)c1ccc(C)cc1 (stereo not drawn)
  .	i	-1	0.5	.	.	-1.2	.	.
#11 Cc1cc(NC(=O)CCn2c(=O)sc3ccccc32)no1
  6	i	6	-0.4	-2	-3	-0.5	-2	-7
#12 CC(C)Cc1cc(C(=O)Nc2ccc(Br)cc2)no1
  -8	i	0	0.7	-3	3	-0.4	-6	6

Grouped by structure: the compounds so far with bromine
Below each compound – MLLE-PAM2 inh	Neddyl block	CSN deneddyl inh	MsrA inhibitor	Rin1-Abl PPI inh	MsrA act	Tb MetRS inh	E coli Lon inh	FAS TE block
#12 CC(C)Cc1cc(C(=O)Nc2ccc(Br)cc2)no1
  -8	i	0	0.7	-3	3	-0.4	-6	6
#18 COc1ccc(N2CCN(CC(=O)Nc3ccc(C)cc3Br)CC2)cc1
  -17	i	-8	0.1	-3	-3	-0.3	2	1

New compounds follow
Below each compound – MLLE-PAM2 inh	Neddyl block	CSN deneddyl inh	MsrA inhibitor	Rin1-Abl PPI inh	MsrA act	Tb MetRS inh	E coli Lon inh	FAS TE block
#21 O=C(Nc1ccc(F)cc1F)c1c(C(F)(F)F)ccnc1Oc1ccccc1
  -2	i	-2	1.4	-1	-8	-0.5	-7	4
#22 CC(C)(C)NC(=O)C[C@H]1C[C@H](C(=O)N2CCCCC2)[C@@]2(C)c3[nH]c4cc(-c5ccco5)ccc4c3CCN2C1=O
  -3	.	-5	-0.5	1	-1	-0.3	-5	3
#23 CCC(=O)Nc1c(C(=O)N2CCN(c3ccccn3)CC2)cnn1-c1ccc(C)cc1
  4	i	2	0.1	4	-2	-0.1	-3	-11
#24 O=C(NCc1cccnc1)c1cc(C2CCCN(S(=O)(=O)c3cccs3)C2)on1 (stereo not drawn)
  12	i	-7	1.6	-1	-3	0.2	-3	3
#25 O=C1N=c2ccccc2=C1c1sc(=O)[nH]c1O
  17	i	2	0.0	-6	3	-0.4	-8	-7
#26 CCOc1ccc(CC(=O)NNC(=O)NC2CCCCC2)cc1
  -1	i	-1	0.4	3	0	-0.5	-4	0
#27 CCOC(=O)CCNC(=O)N1CCCC(CCC(=O)N(C)CCc2ccccn2)C1 (stereo not drawn)
  1	i	-6	0.4	2	-11	-0.5	1	-1
#28 C/C=C(\C)C(=O)NCCN1C2=NC[C@@H](C)N2C[C@H]1Cc1ccc(O)cc1
  19	i	-4	0.5	3	-7	-0.4	1	-11
#29 CCOC(=O)C(CCC#N)(CCC#N)C(=O)OCC
  -6	i	1	-0.6	0	-15	-1.6	-2	-11
#30 COc1ccc(C(O)P(=O)(OCc2ccccc2)c2ccc(N(C)C)cc2)cc1 (stereo not drawn)
  -3	i	1	-0.7	0	-2	-0.1	4	2
#31 O=C(c1ccccc1)N1CCN(CC(O)COC2CCCCC2)CC1 (stereo not drawn)
  3	i	0	-1.5	-2	0	-0.9	-6	-9
#32 O=C(Nc1ccc2c(c1)nc1n2CCSC1)c1ccccc1
  0	i	10	0.5	-5	0	-1.4	-5	-8
#33 Cc1ccc2nc(C(=O)O)c(C(=O)O)nc2c1
  1	i	3	0.9	3	-6	-1.0	1	-6
#34 Cc1cc(C)c2sc(N(CCCN(C)C)C(=O)CN3C(=O)c4ccccc4C3=O)nc2c1
  -9	i	2	0.3	0	-5	-0.8	-2	22
#35 C/C(CC(=O)NC12CC3CC(CC(C3)C1)C2)=N\NC(=O)c1ccc(C)cc1
  29	i	-5	-0.3	3	-9	-0.5	-1	4
#36 COc1ccc(CCNC(=O)c2ccc(Cl)cc2Cl)cc1OC
  15	i	0	-1.0	2	-1	0.6	-8	4
#37 COc1cc(Br)cc2cc(C(=O)N3CCN(C(=O)c4ccco4)CC3)c(=O)oc12
  0	i	12	0.8	8	-3	0.2	0	-6
#38 COc1ccc(OC)c(/C=N/NC(=O)c2[nH]nc3c2CCc2ccccc2-3)c1
  -5	.	1	0.7	-2	-11	-1.7	3	4
#39 c1ccc(Nc2nnc(-c3cccnc3)s2)cc1
  -6	i	-5	-0.5	-4	-3	-0.3	2	2
#40 O=C(NCc1ccccc1CN1CCCC1)c1ccc(S(=O)(=O)Nc2ccccc2)cc1
  -13	i	-4	0.7	4	-6	-0.4	4	-7
#41 COc1ccc(CN2CCN(C(=O)Cn3nc(C)n4cccc4c3=O)CC2)c(OC)c1OC
  -3	i	-1	0.6	5	-2	-0.1	2	-6
#42 CCOC(=O)C1=C(C)NC(=O)CC1c1ccccc1 (stereo not drawn)
  -10	i	-2	0.6	1	-2	-0.4	-3	-8
#43 O=C(NNC(=S)Nc1cccc(C(F)(F)F)c1)c1ccccc1Cl
  28	i	-1	-0.7	-4	-2	-1.3	10	1
#44 CCCn1c(C(C)NC(C)=O)nc2ccccc21 (stereo not drawn)
  -8	i	8	-0.4	2	1	-0.3	-4	0
#45 COC(=O)[C@@]12CCCN1[C@H](c1ccc(SC3CCCCC3)cc1)[C@H]1C(=O)N(C)C(=O)[C@H]12
  14	i	5	-0.7	0	-2	-0.4	5	5
#46 Cc1noc(C(=O)Nc2sc3c(c2C#N)CCC3)c1Cl
  28	i	-3	0.2	1	-8	-0.9	-5	-8
#47 COc1ccc(-c2ccc(-c3noc(C4CCCCC4)n3)c(OC)n2)cc1
  -13	.	4	0.0	-1	1	-0.1	-4	21
#48 COc1ccc(NC(=O)CSc2ccc(C)cc2)cc1
  -6	i	5	-2.3	4	-3	-0.2	3	0
#49 CC1(C)c2ccccc2-n2c1cc1oc(=O)cc(O)c1c2=O
  0	i	3	1.0	-1	-5	-0.7	-3	-5
#50 Cc1c(F)cccc1NS(=O)(=O)c1ccc2c(c1)NC(=O)CO2
  -2	i	8	-0.8	3	-6	-1.0	-5	-8
#51 COc1cccc(NC(=O)C2CCN(S(=O)(=O)c3ccc4[nH]c(=O)ccc4c3)CC2)c1
  -1	i	2	0.4	4	-6	-0.4	-16	2
#52 CCOC(=O)C(NC(=O)Nc1ccc(Cl)cn1)(Oc1ccc(F)cc1)C(F)(F)F (stereo not drawn)
  9	i	0	-0.1	-1	-3	-0.4	-5	-4
#53 COc1ccc(/C=N/NC(=O)c2c(C)nc3ccccn23)cc1[N+](=O)[O-]
  8	i	2	1.7	-5	-3	-0.8	5	2
#54 O=C(CSCc1cccc(Br)c1)N1CCOCC1
  -12	i	0	0.5	-3	-3	-0.1	-4	-7
#55 CCOC(=O)N1CCC(N2Cc3cccc(C(=O)Nc4ccccc4OC)c3C2=O)CC1
  -3	i	1	1.6	2	-1	-0.6	-3	2
